KDM5B inhibitor – blocks human KDM5B histone demethylase activity; Potency, µM (doses to about 57.7 µM), without a hit: top-dose activity change, negative = inhibition, hits mostly inhibitors; Q9UGL1; 220,000 compounds, 2.6% hits; KDM5B demethylase, FDH-coupled NADH fluorescence (FDH is formaldehyde dehydrogenase); active means well fitted inhibition curve with a large enough effect; inconclusive means small, poorly fitted or top-dose-only effect; inactive means no such curve, though single readings can be large or run the other way; further: 0% is about no effect; nearly all actives have a fitted effect of over 70% in size
Target sequence (Q9UGL1 whole entry, looked up): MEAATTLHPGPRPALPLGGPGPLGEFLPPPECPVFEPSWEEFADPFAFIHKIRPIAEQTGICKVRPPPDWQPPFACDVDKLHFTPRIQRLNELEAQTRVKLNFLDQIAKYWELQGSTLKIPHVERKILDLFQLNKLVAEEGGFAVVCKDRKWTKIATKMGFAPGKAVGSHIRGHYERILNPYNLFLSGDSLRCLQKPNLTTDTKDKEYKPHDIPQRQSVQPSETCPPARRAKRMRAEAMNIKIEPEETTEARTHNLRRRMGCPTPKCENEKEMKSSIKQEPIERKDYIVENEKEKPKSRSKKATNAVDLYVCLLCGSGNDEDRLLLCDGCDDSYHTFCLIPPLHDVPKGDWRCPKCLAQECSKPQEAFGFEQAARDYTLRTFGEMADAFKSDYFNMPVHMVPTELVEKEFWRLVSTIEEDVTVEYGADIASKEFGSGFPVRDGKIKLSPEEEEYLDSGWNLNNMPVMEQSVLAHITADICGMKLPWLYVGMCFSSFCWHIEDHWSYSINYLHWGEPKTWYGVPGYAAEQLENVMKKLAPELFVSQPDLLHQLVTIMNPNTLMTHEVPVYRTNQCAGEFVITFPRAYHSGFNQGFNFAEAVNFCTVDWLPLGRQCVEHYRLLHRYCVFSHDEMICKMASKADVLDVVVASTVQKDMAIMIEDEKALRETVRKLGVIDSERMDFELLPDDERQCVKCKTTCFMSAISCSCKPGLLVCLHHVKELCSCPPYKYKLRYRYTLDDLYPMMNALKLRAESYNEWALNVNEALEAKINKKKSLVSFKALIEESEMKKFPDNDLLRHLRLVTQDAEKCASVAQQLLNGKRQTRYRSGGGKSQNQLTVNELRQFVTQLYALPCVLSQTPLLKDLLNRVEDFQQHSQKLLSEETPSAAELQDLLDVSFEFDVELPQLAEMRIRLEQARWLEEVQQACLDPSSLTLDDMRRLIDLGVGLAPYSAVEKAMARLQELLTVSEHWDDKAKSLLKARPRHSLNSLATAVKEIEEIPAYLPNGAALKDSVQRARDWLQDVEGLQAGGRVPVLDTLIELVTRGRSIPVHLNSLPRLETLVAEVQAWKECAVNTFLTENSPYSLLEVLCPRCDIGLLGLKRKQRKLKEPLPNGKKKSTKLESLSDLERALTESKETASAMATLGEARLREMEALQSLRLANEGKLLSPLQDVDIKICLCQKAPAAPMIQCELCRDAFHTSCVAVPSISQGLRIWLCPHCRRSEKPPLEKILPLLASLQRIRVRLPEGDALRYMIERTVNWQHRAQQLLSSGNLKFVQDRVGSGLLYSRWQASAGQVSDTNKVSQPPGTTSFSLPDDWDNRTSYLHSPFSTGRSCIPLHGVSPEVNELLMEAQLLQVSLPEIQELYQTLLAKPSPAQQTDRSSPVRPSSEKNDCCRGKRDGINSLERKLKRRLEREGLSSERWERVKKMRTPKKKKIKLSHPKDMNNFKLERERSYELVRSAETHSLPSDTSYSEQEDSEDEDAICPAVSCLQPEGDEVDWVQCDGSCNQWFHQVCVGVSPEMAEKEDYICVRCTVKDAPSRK
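Compound dilutions met 200 nM (final) KDM5BΔAP for 10 min at room temperature before substrate addition. The substrate mix held 12.5 µM H3K4me3 with cofactors 25 µM α-ketoglutarate and 50 µM Fe²⁺. NADH signal gain over 30 min defined activity.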
Active calls of the source: *; u = inconclusive; [ ] = another dose, or the depositor's remark. Potency means the concentration at half of the fitted maximal effect. The list is partial (hit frequency here may not be typical).

structure	KDM5B inhibitor
COc1ccc(CC(=O)N2C[C@@H](CO)[C@H](N(C)C)C2)cc1Cl	9%
Cc1nc(-c2ccco2)cc([C@H]2CN3CC[C@H]2C[C@@H]3CNC(=O)C(C)(C)C)n1	u
Cc1nc(-c2ccco2)cc([C@H]2CN3CC[C@H]2C[C@@H]3CNC(=O)C2CC2)n1	35µM*
CN1CCC(=O)C2CCCCC21 (configuration not stated)	-15%
CC(C)(C)CN1CC2ON=C(C(=O)O)C2C1 (configuration not stated)	u
O=[N+]([O-])c1ccc(NCCOc2ccccc2)c2ncccc12	8%
Cc1ccccc1C(O)(c1ccccc1C)C1CN2CCC1CC2 (configuration not stated)	-10%
CC(C)(O)c1cn(C[C@H]2CC3CCN2C[C@@H]3C(=O)NCc2ccco2)nn1 (some centres not stated)	-9%[86.2 µM]
CC(C)N1CCC(NC(=O)c2cn(Cc3ccccc3)c3ccccc23)CC1	4%
O=C(COC(=O)CCc1nc2ccccc2s1)Nc1ccc(Cl)cc1C(=O)c1ccccc1	4%

Next section.
structure	KDM5B inhibitor
COc1ccccc1N1CCN(C[C@H]2CN3CC[C@H]2C[C@@H]3CNC(=O)c2ccc3c(c2)OCO3)CC1	-22%
O=S1(=O)N(Cc2ccccc2)CCCN1Cc1cccc(Cl)c1	-14%
COc1ccc2[nH]c(C)c(CCNCc3ccc(F)cc3F)c2c1	u
Cc1nc2ccsc2c(=O)n1-c1ccccc1Cl	-13%
CCN1CCN(C(=O)COc2ccc3c(=O)c(-c4ccccc4)coc3c2)CC1	10%
CC1(C)CN=C(Nc2ccc(F)c(Cl)c2)S1	25%
COc1ccc2c(c1)c(C(=O)OC(C)C(=O)NC(C)(C)C)c(C)n2C1CC1 (configuration not stated)	5%
O=C(c1ccc(F)cc1)N1C[C@@H]2C[C@H](C1)c1c(-c3ccccc3F)ccc(=O)n1C2	-20%[86.2 µM]
COc1ccc(-c2c(C)c3ccc(OC(=O)N(C)C)cc3oc2=O)cc1	41%[activator]
C=C[C@H]1CN2CC[C@H]1C[C@@H]2CNS(=O)(=O)c1ccc(Cl)cc1	25%[86.2 µM]

(continued)
structure	KDM5B inhibitor
O=C(Nc1ccc(=O)n2c1[C@@H]1C[C@@H](CN(C(=O)c3ccc(F)cc3)C1)C2)C1CCCCC1	166%[activator]
CCn1c(=O)c(=O)[nH]c2cc(C(=O)N3C4CCC3CC4)ccc21	-23%
CSCC(=O)Nc1ccc2n(c1=O)C[C@H]1C[C@@H]2CN(C(=O)c2ccccc2)C1	u
CCC(CC)c1cc([C@H]2CN3CC[C@H]2C[C@@H]3CNS(=O)(=O)c2ccccc2C#N)nc(-c2ccncc2)n1	19%
CSc1nc(N)c2c(n1)OC(N)=C(C#N)C2c1ccccc1F (configuration not stated)	-1%
CCN1Cc2ccccc2NC(=O)C12CCNC2 (configuration not stated)	56µM*
CC[C@H]1CN2CC[C@H]1C[C@@H]2CNC(=O)Nc1ccc(Oc2ccccc2)cc1	u
Cc1cc(CN2CCC3(CC(C(C)C)=NO3)C2)no1 (configuration not stated)	u
COc1ccc(N2CC3CCC(C2)N3CC(F)(F)F)cn1	56µM*
CC(C)CN1Cc2ccccc2-n2ccnc2C12CCN(C(=O)c1ccccn1)CC2	16%

More results follow:
structure	KDM5B inhibitor
CCN1CCN(C(=O)COc2ccc3c(=O)c(-c4ccccc4)c(C)oc3c2)CC1	6%
O=C1CO[C@H]2CN(Cc3ccccn3)C[C@H]2N1c1ccccc1	-29%[86.2 µM]
CCC(CC)c1cc([C@H]2CN3CC[C@H]2C[C@@H]3CNC(=O)Cc2cccs2)nc(-c2ccncc2)n1	-3%
CN(C)c1ccc(CC(=O)N2CCN(Cc3ccccc3)CC(O)C2)cc1 (configuration not stated)	u
Cc1ccccc1-c1ccc2n(c1=O)C[C@H]1C[C@@H]2CN(S(=O)(=O)c2cccs2)C1	u
CSc1nccc(N2CCC3(CCCN(CC4CC4)C3)C2)n1 (configuration not stated)	1%
Cc1cccc([C@H]2C[C@@H](O)[C@@H](O)[C@@H]2NCC2CCCC2)c1	-2%[115 µM]
O=C(CN1CCCC1=O)NCc1ccc(F)c(Cl)c1	9%
CCOc1ccc(CN(CCc2ccc3c(c2)OCO3)Cc2cc(OC)ccc2O)cc1	u
FC(F)Oc1ccc(CNCCc2c[nH]c3ccccc23)cc1	3%

(listing goes on)
structure	KDM5B inhibitor
O=C(c1cccc2ccccc12)C1CCCN(Cc2ccon2)C1 (configuration not stated)	38%
Cc1ccccc1S(=O)(=O)N1[C@H]2CC[C@@H]1c1cnc(-c3ccccc3)nc1C2	6%
CSCC(=O)N1CC(CO)C2(CCNCC2)C1 (configuration not stated)	-7%
Cc1nc2ccccc2c(=O)n1-c1ccc(C(=O)O)cc1	-2%
Cc1nnc(NC(=O)c2cccn(Cc3cccc(Cl)c3)c2=O)s1	0%
Cc1ccccc1-c1ccc2n(c1=O)C[C@H]1C[C@@H]2CN(C(=O)Nc2ccc(Cl)cc2)C1	32µM*
CC(=O)c1cccc(NC(=O)OC[C@H]2C[C@@H]3CCN2C[C@@H]3c2cc(C3CCCC3)nc(C)n2)c1	-11%
COc1cc2c(cc1OCC1CC1)NC(=O)C21CCN(C(=O)C2CCC2)CC1	11%[86.2 µM]
CCCNC(=O)OC[C@H]1C[C@@H]2CCN1C[C@@H]2c1cc(-c2ccccc2OC)nn1C	-28%[86.2 µM]
OCC1CN2CCC1CC2 (configuration not stated)	-2%

Continuation:
structure	KDM5B inhibitor
Cc1nc(-c2ccccc2)cc([C@H]2CN3CC[C@H]2C[C@@H]3CNS(=O)(=O)Cc2ccccc2)n1	17%
CCN(CC)C[C@H]1CN2CC[C@H]1C[C@@H]2CNC(=O)Nc1cccc(SC)c1	-6%[86.2 µM]
COc1cc2c(cc1OCc1ccccc1)N(C(=O)c1cc3ccccc3[nH]1)CC21CCN(C)CC1	u
COC(=O)c1ccccc1NC(=O)CN1C(=O)CN=C(c2ccccc2Cl)c2cc(Cl)ccc21	-19%
CC(=O)OC1CC[C@@]2(C)C(=CC(=O)C3C4CCC(OC(C)=O)[C@@]4(C)CCC32)C1 (some centres not stated)	6%
Cc1ccc(-n2nc(C)c3c2NC(=O)CSC3c2ccc(O)cc2)cc1Cl (configuration not stated)	u
CCCS(=O)(=O)Nc1ccc(=O)n2c1[C@@H]1C[C@@H](CN(C(=O)c3ccc(OC)cc3)C1)C2	-22%
Cc1ccc(C(=O)N2CCC3(CC2)c2nccn2-c2ccccc2CN3C)cc1C	16%
Cc1nc(-c2ccco2)cc([C@H]2CN3CC[C@H]2C[C@@H]3CNS(C)(=O)=O)n1	u
CC1(C)NN1CCCCN1NC1(C)C (configuration not stated)	-5%

Later entries.
structure	KDM5B inhibitor
COc1ccc(C(=O)N2CCC3(CC2)c2nccn2-c2ccccc2CN3C)cc1	-2%
O=C1CSC(c2ccc(OC3CCCC3)cc2)c2cn[nH]c2N1 (configuration not stated)	2%
N#Cc1cccc(-c2ccc3n(c2=O)C[C@H]2C[C@@H]3CN(C(=O)CSCC(=O)O)C2)c1	35µM*
COc1cc2c(cc1Oc1ccccc1)NC(=O)C21CCN(C(=O)c2ccccc2)CC1	-24%[86.2 µM]
CC(NC(C)c1ccccc1F)C(=O)c1c[nH]c2ccccc12 (configuration not stated)	0%
COC[C@H]1CCCN1C[C@H]1CN2CC[C@H]1C[C@@H]2CNC(=O)Nc1ccsc1	-16%[86.2 µM]
Cc1ncc2c(n1)C[C@@H]1CC[C@H]2N1C(=O)NC(C)(C)C	-15%
O=C1NC(=O)N(Cc2ccccc2)C(=O)/C1=C/C=C/c1ccco1	u
CCCOc1ccc(CCN)cc1	1%
CCCNC(=O)NC(=O)CCl	6%

Continuation.
structure	KDM5B inhibitor
COc1ccc(NC(=O)c2cn(C)c3ccccc23)c(OC)c1	u
O=C1CO[C@H]2CN(C3CCOCC3)C[C@H]2N1Cc1ccccn1	-28%[86.2 µM]
O=C(CSC1c2ccccc2Sc2ccccc21)Nc1ccc(C(=O)O)cc1	20%
CN1CCN(C)c2cc(Nc3ccncc3)ncc2C1	-28%[115 µM]
CCCC[N+]12CCC(CC1)C(C(O)(c1ccccc1)c1ccccc1)C2 (configuration not stated)	19%
Cc1nc(-c2ccccc2)cc([C@H]2CN3CC[C@H]2C[C@@H]3CNC(=O)C(C)(C)C)n1	-19%[86.2 µM]
COc1cc2c(cc1Oc1ccccc1)NC(=O)C21CCN(CCC(C)C)CC1	-14%[86.2 µM]
O=C1NCc2ccccc2CC12CCCN(Cc1ccccn1)C2 (configuration not stated)	8%[149 µM]
CS(=O)(=O)N(C1CC1)C1CCOC2(CCNCC2)C1 (configuration not stated)	-4%
NCCc1ccc(O)cc1	11%

Next structures follow:
structure	KDM5B inhibitor
CCn1cc(C(=O)N2C[C@H](c3cccc(OC)c3)[C@@H]3[C@H]2C2CCN3CC2)cn1	2%
Cc1[nH]nc2c1C(c1ccc(-c3ccc(F)cc3)o1)SCC(=O)N2 (configuration not stated)	u
Cn1nc(C2CCCCC2)cc1[C@H]1CN2CC[C@H]1C[C@@H]2CO	-22%[86.2 µM]
COc1ccccc1-c1cc([C@H]2CN3CC[C@H]2C[C@@H]3COC(=O)Nc2ccccc2)nc(C)n1	u
O=C1NC2(CCN(Cc3cccnc3)C2)Oc2ccccc21 (configuration not stated)	-10%[86.2 µM]
C=C[C@H]1CN2CC[C@H]1C[C@@H]2CNC(=O)COc1ccccc1	-30%[86.2 µM]
C/C=C/CN1CC2ON=C(C(=O)O)C2C1 (configuration not stated)	u
N#CC1=C(N)Oc2nc(SCc3ccccc3)nc(N)c2C1c1ccccc1F (configuration not stated)	-3%
N#CC1(c2ccccc2)CCN(C(=O)c2cccc(-n3cnnc3)c2)CC1	0%
Cc1cc(C(=O)N2[C@H]3CC[C@@H]2c2cnc(-c4ccc(F)cc4)nc2C3)n[nH]1	-14%

Following part
structure	KDM5B inhibitor
N/C(=N\N=C\c1ccco1)N[N+](=O)[O-]	-3%
OCC1CN(c2ccncn2)CC12CCNCC2 (configuration not stated)	14%
Cc1ccc(CNCCc2ccccc2)s1	9%
N#Cc1cc2c(cc1-c1ccc3c(c1)OCCO3)OCCO2	u
CC(Oc1ccc(Cl)cc1)C(=O)O (configuration not stated)	-10%
COc1ccc(CC(=O)N2CC3(CCN(C)CC3)c3cc(OC)c(OCc4ccccc4)cc32)cc1	-5%
COC[C@H]1CCCN1C[C@H]1CN2CC[C@H]1C[C@@H]2CNC(=O)Nc1ccc(OC)cc1	1%[86.2 µM]
O=C(C1CCCCC1)N1C[C@@H]2C[C@H](C1)c1c(/C=C/c3ccc(Cl)cc3)ccc(=O)n1C2	25µM*
O=S(=O)(NC[C@H]1C[C@@H]2CCN1C[C@@H]2CN1CCC(Cc2ccccc2)CC1)c1ccc(Cl)cc1	1%
CC[C@H]1CN2CC[C@H]1C[C@@H]2CNC(=O)CCC(=O)O	2%[115 µM]

Part of the list above, reformatted:
COc1ccc(CC(=O)N2CC3(CCN(C)CC3)c3cc(OC)c(OCc4ccccc4)cc32)cc1
  KDM5B inhibitor: -5%
COC[C@H]1CCCN1C[C@H]1CN2CC[C@H]1C[C@@H]2CNC(=O)Nc1ccc(OC)cc1
  KDM5B inhibitor: 1%[86.2 µM]
O=C(C1CCCCC1)N1C[C@@H]2C[C@H](C1)c1c(/C=C/c3ccc(Cl)cc3)ccc(=O)n1C2
  KDM5B inhibitor: 25µM*

For convenience, two of the compounds above:
structure	KDM5B inhibitor
COc1ccc(CC(=O)N2C[C@@H](CO)[C@H](N(C)C)C2)cc1Cl	9%
Cc1nc(-c2ccco2)cc([C@H]2CN3CC[C@H]2C[C@@H]3CNC(=O)C(C)(C)C)n1	u

Additional structures:
structure	KDM5B inhibitor
CCCS(=O)(=O)NC[C@H]1C[C@@H]2CCN1C[C@@H]2CC	-9%[115 µM]
Cc1ccccc1-n1c(/C=C/c2ccccc2F)nc2ccccc2c1=O	u
OCC1CN(C2CCC2)CC12CCNCC2 (configuration not stated)	7%
O=C(C1CCCC1)N1CCC(C(=O)O)(c2ccccc2)CC1	-9%[149 µM]
COc1cncc(NC(=O)C2=NO[C@@H]3CN(CC4CC4)C[C@H]23)c1	-2%[86.2 µM]
N[C@H]1[C@H](O)[C@@H](N2CCCCC2)[C@@H]2OC[C@H]1O2	-31%[115 µM]
O=C(NC1CCSC1=O)c1cccs1 (configuration not stated)	20%
CC(C)(c1ccccc1)c1ccc(O)c(C(C)(C)c2ccccc2)c1	-20%
COCCNC(=O)[C@H]1CN2CCC1C[C@@H]2Cn1cc(C2(O)CCCCC2)nn1 (some centres not stated)	17%[86.2 µM]
COc1ccc(C2=NOC3(CCN(Cc4cc(C)on4)C3)C2)cc1 (configuration not stated)	-7%[86.2 µM]

(next part)
structure	KDM5B inhibitor
COc1cc2c(cc1OCc1ccccc1)N(C(=O)c1cc3ccccc3n1C)CC21CCN(C)CC1	u
O=C1Nc2ccccc2CC12CCN2Cc1ccccn1 (configuration not stated)	-12%[86.2 µM]
CC(C)Sc1nnc([C@@H](N)Cc2c[nH]c3ccccc23)o1	-19%
O=C(NCc1ccccc1)[C@H]1CN2CCC1C[C@@H]2Cn1cc(CSc2ccccc2)nn1 (some centres not stated)	-14%
O=C(c1ccco1)N1[C@H]2CC[C@@H]1c1cnc(-c3ccc(F)cc3)nc1C2	9%
COc1ccc(-n2c(/C=C/c3ccc(O)c(O)c3)nc3ccccc3c2=O)cc1	u
Cc1ccc(OCC(=O)N2CCN(CCc3ccncc3)CC2)cc1	-5%
C=CCn1c(O)c(C(C)=NCCCn2ccnc2)c(=O)[nH]c1=O	22%
CCC1(N2CCN(C(=O)Cc3c[nH]c4ccccc34)CC2)CCN(S(C)(=O)=O)C1 (configuration not stated)	u
